From PubChem
Yeast superoxide: reduction of superoxide in aged yeast, primary screen, HTS. superoxide response (% of plate mean), % at 10 µM. S. cerevisiae aged cells, superoxide DHE fluorescence; stronger effect = lower value. 330,000 compounds, 0.18% hits. AID 2690, 2010;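 active = superoxide response under a set limit, about three screen SD below normal, cut at about 65% in these data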;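 also: yeast aged for seven days with compound at 30 °C before DHE staining; 100% = average MFI of all compound-treated wells on the plate with controls excluded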
AGP1 TOR yeast: modulators of AGP1-GFP expression in yeast TOR pathway, primary screen, cell-based, multiplex flow cytometry, S. cerevisiae, MLPCN library. 320,000 compounds, 0.02% hits. 3 h; GFP as percent of DMSO wells. GFP response vs DMSO, % at 10 µM. AID 2066, 2009;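 active = GFP response relative to DMSO above a set limit, near screen average plus 3 SD, cut at about 150% in these data; inconclusive = fewer than 70 cells counted for the yeast strain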;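 also: median GFP channel fluorescence of the gated AGP1 strain per well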
GRK2 inh: compounds blocking aptamer binding on GRK2 – biochemical, human GRK2, bead flow cytometry, HTS, primary screen; inhibition of aptamer binding, % at 10 µM; Beta-adrenergic receptor kinase 1 (Homo sapiens), P25098; 330,000 compounds, 0.59% hits; AID 488847, 2010; FAM-aptamer displacement from GRK2;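 active = inhibition of aptamer binding above 40%, roughly 3 SD of noise, on plates passing a quality check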;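 also: median bead fluorescence of bound FAM aptamer so fluorescent compounds give negative values; no value below 0 was filed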
Target sequence (P25098 whole entry, looked up): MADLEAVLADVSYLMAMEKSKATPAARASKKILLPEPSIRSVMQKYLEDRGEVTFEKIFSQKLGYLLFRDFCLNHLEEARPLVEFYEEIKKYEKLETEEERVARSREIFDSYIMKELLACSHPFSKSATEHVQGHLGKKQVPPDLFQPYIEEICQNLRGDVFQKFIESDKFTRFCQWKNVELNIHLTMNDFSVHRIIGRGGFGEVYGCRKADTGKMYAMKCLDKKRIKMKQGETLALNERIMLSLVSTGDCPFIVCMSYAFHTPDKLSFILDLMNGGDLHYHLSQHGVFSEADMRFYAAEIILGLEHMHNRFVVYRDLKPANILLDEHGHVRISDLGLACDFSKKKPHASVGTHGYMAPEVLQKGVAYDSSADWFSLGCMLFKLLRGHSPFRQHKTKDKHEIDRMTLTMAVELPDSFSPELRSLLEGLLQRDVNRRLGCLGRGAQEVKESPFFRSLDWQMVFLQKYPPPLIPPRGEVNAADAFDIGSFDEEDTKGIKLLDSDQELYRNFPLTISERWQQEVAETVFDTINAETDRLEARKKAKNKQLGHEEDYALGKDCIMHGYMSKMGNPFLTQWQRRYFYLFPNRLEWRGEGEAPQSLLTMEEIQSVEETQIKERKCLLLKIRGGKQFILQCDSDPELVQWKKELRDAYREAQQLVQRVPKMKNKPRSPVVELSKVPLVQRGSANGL
MCL1-BIM inh: inhibitors of MCL1 binding to BIM-BH3, primary screen, biochemical, fluorescence polarization. AID 2057, 2009. Induced myeloid leukemia cell differentiation protein Mcl-1 (Homo sapiens), Q07820. inhibition, % at 10.9 µM. 320,000 compounds, 0.68% hits. GST-MCL1 / FITC-Bim-BH3 fluorescence polarization;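 active = inhibition above the mean inhibition of all tested compounds plus 3 SD, set per campaign, cut at about 40% in these data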;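 also: 0% = DMSO wells and 100% = unlabeled Bim-BH3 peptide control; higher means more loss of mP so more displacement of Bim peptide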
Target sequence (Q07820 whole entry, looked up): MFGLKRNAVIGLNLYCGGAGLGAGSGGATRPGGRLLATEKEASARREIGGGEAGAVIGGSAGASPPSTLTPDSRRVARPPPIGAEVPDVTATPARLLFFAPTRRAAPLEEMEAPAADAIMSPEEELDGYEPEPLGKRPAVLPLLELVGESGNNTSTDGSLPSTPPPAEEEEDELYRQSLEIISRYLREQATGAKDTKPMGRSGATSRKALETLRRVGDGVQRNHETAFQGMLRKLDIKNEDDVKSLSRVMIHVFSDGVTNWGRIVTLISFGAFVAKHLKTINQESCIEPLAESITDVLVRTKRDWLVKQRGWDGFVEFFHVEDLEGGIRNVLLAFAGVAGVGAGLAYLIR
Bcl-xL primary: inhibitors of human Bcl-xL, primary screen, biochemical, fluorescence polarization, HTS; GST-Bcl-xL / FITC-Bim BH3 peptide fluorescence polarization; inhibition, % at 10.9 µM; 320,000 compounds, 0.7% hits; Bcl-2-like protein 1 (Homo sapiens), Q07817;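 active = inhibition above the mean of all tested compounds plus 3 SD, cutoff set per campaign, cut at about 30% in these data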;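 also: 0% = DMSO wells and 100% = unlabeled Bim-BH3 peptide competitor; inhibitors lower millipolarization by displacing the labeled peptide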
GLD-1 TGE inh: GLD-1/TGE RNA complex disruptors, primary screen, biochemical, fluorescence polarization | purified GLD-1 + fluorescein TGE RNA | inhibition, % at 5.96 µM | 320,000 compounds, 0.44% hits;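 active = percent inhibition above a per-plate cutoff, the plate mean of test compounds plus 3 SD, cut at about 30% in these data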;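 also: 0% = DMSO wells with GLD-1 and probe and 100% = wells lacking GLD-1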
VLA-4 inh: inhibition in human VLA-4 binding assay, primary screen, VLA-4 allosteric modulator project, MLPCN library, flow cytometry, VLA-4 expressing cells; 330,000 compounds, 0.2% hits; Integrin alpha-4 (Homo sapiens), P13612; inhibition, % (about 7 µM as worked out from the volumes in the protocol); ligand binding flow cytometry; in the data active = inhibition above about 50%
MEX-5 binding: MEX-5 zinc finger RNA-binding disruptors – biochemical, C. elegans, fluorescence polarization, MLPCN library, primary screen. activity score (negative = inhibition of binding), % at 10 µM. MEX-5/FITC-TCR2 RNA binding; stronger effect = lower value. Zinc finger protein mex-5 (Caenorhabditis elegans), Q9XUB2. 300,000 compounds, 0.38% hits;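 active = inhibition past about -25% in most replicates, and total fluorescence under double the plate's negative control median, limit read from the data; inconclusive = replicates evenly split on the limit, or fluorescence at least double controls; inactive = too little inhibition in most replicates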;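 also: 0% = DMSO and -100% = 5 µM competing unlabeled TCR2 RNA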
CIT2 TOR yeast: modulators of CIT2-GFP expression in yeast, primary screen, S. cerevisiae, GFP fusion, multiplex flow cytometry, MLPCN library. 320,000 compounds, 0.065% hits. S. cerevisiae CIT2-GFP strain, 3 h; 100 means same as DMSO wells. GFP response vs DMSO, % at 10 µM;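 active = GFP response relative to DMSO above a set limit, near the screen mean plus 3 SD, cut at about 150% in these data; inconclusive = Fewer than 70 cells measured for a yeast strain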;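 also: ratio of well median GFP fluorescence to mean of DMSO wells on the plate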
* marks the source's active call; other numbers are inactive results; u = inconclusive; x = no result given.

mol	Yeast superoxide	AGP1 TOR yeast	GRK2 inh	MCL1-BIM inh	Bcl-xL primary	GLD-1 TGE inh	VLA-4 inh	MEX-5 binding	CIT2 TOR yeast
CN1CCN(S(=O)(=O)c2cccc(S(=O)(=O)c3ccc(Cl)c(Cl)c3)c2)CC1	97	110	0	3	6	-2	8	0.3	103
O=C(Nc1ccccc1)/C(=C/c1ccccc1)c1ccccc1	126	92	1	1	3	-3	-14	-2.7	90
Cc1ccc(N2CC(C(N)=O)CC2=O)cc1 (centres undefined)	94	91	1	7	5	8	24	0.9	x
COc1ccccc1C1(CC(=O)N2CCCCC2)CCOC(C(C)C)C1 (centres undefined)	88	104	1	-9	2	5	6	-1.6	104
CCCc1c(C(=O)N/N=C(\C)CCc2ccccc2)nnn1-c1nonc1N	94	84	70*	3	2	-1	16	-0.8	99
C[C@@H]1CN([C@H](C)CO)C(=O)c2cc(NC(=O)Nc3cccc4ccccc34)ccc2O[C@H]1CN(C)Cc1ccc(C(F)(F)F)cc1	117	97	0	x	x	1	3	x	89
CC1(C)C(c2ccccc2)=NC(c2ccc(Br)cc2)N1O (centres undefined)	94	97	0	5	3	1	4	2.2	94
COc1ccccc1N(CC(=O)NCC1CCCO1)C(=O)CCC(=O)Nc1cc(C)on1 (centres undefined)	93	107	3	-6	1	8	3	0.8	113
CCC(C)Sc1cccc(-c2nc3ccc(C)cn3c2NC2CCCCC2)c1 (centres undefined)	122	89	3	-1	2	-13	13	2.9	79
CCOc1ccc(N2C(=O)Nc3ccccc3C2(O)C(=O)NCc2ccccc2)cc1 (centres undefined)	97	102	4	-6	3	6	4	-1.4	102
CN(C(=O)c1cc(S(=O)(=O)N2CCOCC2)cs1)c1ccccc1	90	103	6	3	3	-1	10	0.0	103
COc1ccc(C(CC(=O)O)NS(=O)(=O)c2ccc(C)cc2)cc1OC (centres undefined)	94	100	3	-3	-1	13	25	-1.1	103
COC(=O)c1ccc(OCC(=O)Nc2nn(-c3ccccc3)nc2C(N)=O)cc1	99	105	4	8	7	5	-12	2.2	114
O=C(O)CCCNC(=O)c1cncc(O)c1	88	95	0	-4	-2	-6	11	1.4	95
CCOC(=O)Cc1csc(NC(=O)CSc2nc3cccnc3n2CC)n1	106	94	0	5	1	-4	-13	-0.8	90
Cn1c(SCC(=O)Nc2nccs2)nnc1-c1cccnc1	110	93	2	-8	-6	6	11	x	92
COc1cc(C(=O)N/N=C(\C)Cc2ccccc2)cc(OC)c1OC	88	102	0	14	5	3	9	-5.0	107
O=S(=O)(Nc1ccccn1)c1ccc(Oc2ccccc2)cc1	103	100	0	-2	3	2	17	-0.4	89
CC(=O)Nc1cccc(NS(=O)(=O)Cc2ccc(Cl)cc2)c1	101	100	3	1	2	-2	1	-1.7	105
S=C(c1ccc(N2CCOCC2)cc1)N1CCOCC1	97	90	0	-1	1	-8	21	1.0	91

4 entries out of the list, ordered by heavy-atom count, ascending:
mol	Yeast superoxide	AGP1 TOR yeast	GRK2 inh	MCL1-BIM inh	Bcl-xL primary	GLD-1 TGE inh	VLA-4 inh	MEX-5 binding	CIT2 TOR yeast
Cn1c(SCC(=O)Nc2nccs2)nnc1-c1cccnc1	110	93	2	-8	-6	6	11	x	92
O=C(Nc1ccccc1)/C(=C/c1ccccc1)c1ccccc1	126	92	1	1	3	-3	-14	-2.7	90
CCOC(=O)Cc1csc(NC(=O)CSc2nc3cccnc3n2CC)n1	106	94	0	5	1	-4	-13	-0.8	90
COC(=O)c1ccc(OCC(=O)Nc2nn(-c3ccccc3)nc2C(N)=O)cc1	99	105	4	8	7	5	-12	2.2	114

(continued)
mol	Yeast superoxide	AGP1 TOR yeast	GRK2 inh	MCL1-BIM inh	Bcl-xL primary	GLD-1 TGE inh	VLA-4 inh	MEX-5 binding	CIT2 TOR yeast
Cc1ccccc1C(=O)N(C)Cc1ccccc1	105	95	2	0	4	3	1	-3.5	102
COc1ccc2oc(C(=O)NCC(c3ccco3)N(C)C)c(C)c2c1 (centres undefined)	77	101	0	-6	3	0	2	-1.8	93
Cc1cccc(-c2ncc(CN3CCN(CCC(C)C)C(CCO)C3)cn2)c1 (centres undefined)	97	105	0	-6	-1	5	0	0.9	96
Cc1nn(C)c(C)c1S(=O)(=O)N1CCC(C(=O)Nc2ccc3c(c2)OCCO3)CC1	113	104	1	-6	-3	-3	15	1.6	96
O=C(N/N=C/c1cc2ccccc2nc1Cl)/C(=C/c1cccs1)NC(=O)c1ccccc1	99	112	0	4	-1	-2	1	1.2	110
COc1ccccc1C(=O)Nc1nnc(SCC(=O)NCC2CCCO2)s1 (centres undefined)	97	101	2	-5	2	3	-1	0.6	97
N=c1oc2cc(O)ccc2cc1C(=O)Nc1nc2ccccc2s1	107	u	30	-24	0	-30	-78	-11	u
CN(C)[C@@H]1CCC[C@H]1OC(=O)C(c1ccccc1)c1ccccc1	104	95	0	1	1	-4	17	-1.0	99
CCCCCCOC(=O)CCn1[nH]c(=O)c2ccccc2c1=O	100	100	0	3	6	3	5	-4.8	100
CCN(CC)C(=O)c1cn(-c2cccc(OC)c2)c(=O)c2ccccc12	77	91	0	-4	-3	-2	5	-2.0	104
CC(C)(C)C(=O)Nc1nnc(CC(=O)NCc2ccccc2)s1	83	104	0	7	3	0	24	-0.5	103
Cc1cc(C)n2nc(C(=O)Nc3ccn(Cc4ccccc4C)n3)cc2n1	90	99	0	9	4	6	0	-2.2	103
O=C(COC(=O)c1c(F)cccc1F)Nc1ccccc1OC(F)F	93	98	2	1	-1	-3	-3	-0.1	104
CCc1c(C#N)c(SCCC(=O)Nc2ccc(F)cc2)nc2c1C(=O)CC(C)(C)C2	99	105	0	3	3	5	-2	0.5	105
COC(=O)/C=C1/SC(=NC(=O)c2ccc(OC)cc2)NC1=O	87	96	2	3	11	-7	2	-2.6	95
CC(Sc1nnc(COc2ccc([N+](=O)[O-])cc2)n1-c1ccccc1)C(=O)O (centres undefined)	96	102	0	-1	-3	-1	4	0.5	104
Cc1cccc2c(SCC(=O)NCC3CCCO3)nc(-c3ccc(F)cc3)nc12 (centres undefined)	98	107	0	0	-3	3	3	2.7	107
O=S(=O)(c1cccs1)N1CCN(c2ccc(Cl)cc2)CC1	90	97	0	2	3	3	0	1.0	87
COc1ccc2[nH]c(=O)c(CN(CCN3CCCC3)C(=O)Nc3ccccc3Cl)cc2c1	96	84	0	7	7	-6	7	0.4	98
COc1ccc(S(=O)(=O)NCCc2ccncc2)cc1	103	96	1	-1	-2	2	6	-1.0	104

Later entries
Values run as follows: Yeast superoxide	AGP1 TOR yeast	GRK2 inh	MCL1-BIM inh	Bcl-xL primary	GLD-1 TGE inh	VLA-4 inh	MEX-5 binding	CIT2 TOR yeast
- Cc1cc2oc(=O)cc(CN3CCCCC3)c2cc1O
  94	89	0	6	2	-3	4	-0.6	89
- CCn1c(C)nc2cc(C(=O)NNC(=S)Nc3ccccc3)ccc21
  95	x	3	2	3	3	10	0.2	95
- O=C(N/N=C/c1sc2ccccc2c1O)c1cccc2ccccc12
  77	101	0	-40	-20	-44	3	-0.6	103
- NS(=O)(=O)c1ccc(NC(=S)N2CCc3ccccc32)cc1
  91	94	6	2	1	0	-17	-0.1	95
- Cc1ccc(S(=O)(=O)N2CCCN(C(C)c3nc4ccccc4c(=O)[nH]3)CC2)cc1 (centres undefined)
  88	89	0	13	13	-8	0	x	90
- COc1ccc(C)cc1NC(=O)C1CCCN(S(=O)(=O)c2ccc3[nH]c(=O)ccc3c2)C1 (centres undefined)
  72	107	6	1	8	-3	-3	1.7	112
- COc1ccc(/C=C/C(=O)NC(=S)Nc2ccc(S(=O)(=O)Nc3cc(C)on3)cc2)cc1
  115	99	0	14	9	-6	-5	0.9	111
- CCn1c(C)nc2cc(C(=O)NNC(=S)Nc3ccccc3OC)ccc21
  114	106	0	4	1	0	7	-2.3	101
- O=C(CCNC(=O)C1CCN(S(=O)(=O)c2ccc(F)cc2)CC1)NCc1ccc(F)cc1
  130	108	0	2	0	3	2	-1.9	111
- CC(C)c1ccc(NC2CCCN(C(=O)CN3C(=O)CSC3=O)C2)cc1 (centres undefined)
  75	97	0	3	1	-6	15	0.1	95
- Cc1cc(C)cc(NS(=O)(=O)c2ccc(NC(=O)c3ccccc3C(=O)O)cc2)c1
  104	99	0	6	8	-4	13	0.6	97
- CCOC(=O)c1sc(=S)n(-c2ccc3c(c2)OCO3)c1N
  120	97	0	49*	106*	49*	11	1.3	88
- CNC(=O)COC(=O)CNC(=O)c1cc(Cl)cc([N+](=O)[O-])c1
  96	104	2	-6	-2	4	-6	-1.6	98
- O=C(CNC(=O)c1ccco1)NCCCc1ccccc1
  102	95	2	2	0	-4	19	-0.9	86
- COc1ccc2nc(C(F)(F)C(F)(F)F)c(C#N)c(N)c2c1
  110	97	0	2	4	3	10	3.5	96
- CCOc1ccc(NS(=O)(=O)c2ccc3[nH]cc(C(=O)NC(C)CC)c(=O)c3c2)cc1 (centres undefined)
  100	102	9	1	-1	4	0	-3.0	106
- CC(=O)c1ccc(NC2OC(C)C(O)C(O)C2O)cc1 (centres undefined)
  96	99	2	6	7	-3	0	1.2	89
- O=[N+]([O-])c1cccc(S(=O)(=O)/N=C(/Nc2ccccc2)c2ccccc2)c1
  101	106	0	x	x	1	8	x	104
- CCOCCCNS(=O)(=O)c1ccc(NC(=O)Cc2c(F)cccc2Cl)cc1
  98	109	0	-7	-3	3	4	-0.2	104
- Cc1ccc(Sc2ccc(NC(=O)CCN3C(=O)NC4(CCCC4)C3=O)cc2)c(C)c1
  90	96	4	-5	-1	8	17	x	88
